Compound activity deposited in PubChem by Southern Research Specialized Biocontainment Screening Center.
Salmonella PhoP GFP: PhoP regulon inhibitors, Salmonella typhi PhoP promoter GFP reporter, confirmatory (AID 1850). Salmonella Typhi PhoP-promoter GFP reporter, fluorescence, 4 h; higher % means a stronger effect. inhibition, % at 50 µM; hits with a dose series show IC50 in µM. 0.33% of 310,000 active; in the data active means a potency from the dose series; inconclusive means inhibition mostly from about 25% at the one dose, without a potency; inactive means the rest, 99 in 100 with inhibition below about 19%;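 further: 0% = induced wells with vehicle and 100% = uninduced wells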
inhibitors of VEEV: inhibitors of VEEV TC-83 cytopathic effect, confirmation, Vero cells (AID 588727). inhibition, % at 20 µM, or IC50 in µM where a hit was titrated. 0.13% of 350,000 active. Vero cells, VEEV TC-83 cytopathic effect inhibition; higher % means a stronger effect; in the data active means a potency from the dose series; inconclusive means inhibition mostly from about 14% at the one dose, without a potency; inactive means the rest, 99 in 100 with inhibition below about 12%; further: strong numbers were not always called active
M. tuberculosis HTS: M. tuberculosis growth inhibition, HTS (AID 449762); M. tuberculosis H37Rv growth inhibition, 7H9 media; higher % means a stronger effect; inhibition, % at 25 µM; hits with a dose series show IC50 in µM; 0.59% of 330,000 active; in the data active means a potency from the dose series; inconclusive means inhibition above about 70% without an active follow-up result;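 further: bacterial growth assessed after seven days of incubation; strong numbers were not always called active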
tuberculosis growth: growth inhibition of non-replicating M. tuberculosis (AID 488890) | Mycobacterium tuberculosis non-replicating, growth inhibition; higher % means a stronger effect | inhibition, % at 25 µM; hits with a dose series show IC50 in µM | 0.39% of 320,000 active; in the data active means a potency from the dose series; inconclusive means inhibition mostly from about 82% at the one dose, without a potency; inactive means the rest, 99 in 100 with inhibition below about 76%;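 further: plate controls were DMSO cells for no effect and high antibiotic wells for full effect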
H1N1 NS1A inhibition: NS1A inhibition, H1N1 influenza, cell based functional assay (AID 504329). NS1A functional cell-based assay, percent inhibition; higher % means a stronger effect. 0.3% of 340,000 active. inhibition, % at 12.5 µM, or IC50 in µM where a hit was titrated; in the data active means a potency from the dose series; inconclusive means inhibition above about 27% without an active follow-up result; further: strong numbers were not always called active
inhibitors of VEEV 10K pilot screen: further read-out of inhibitors of VEEV, marked with its call; inhibition, %; measured here: 10K pilot screen inhibition
Numbers without * were called inactive; i = inactive; u = inconclusive; x = no result given.

The first five records as a preview:
SMILES	Salmonella PhoP GFP	inhibitors of VEEV	M. tuberculosis HTS	tuberculosis growth	H1N1 NS1A inhibition	others
O=C(Oc1ccc2ccc(=O)oc2c1)c1ccc([N+](=O)[O-])cc1	-1%	1.3%	2%	72%	-24%
O=C1CCc2cc(S(=O)(=O)NCc3ccc(Cl)cc3)cc3c2N1CC3	-1%	6.2%	-1%	-2%	-4%
O=S(=O)(O)c1cc(O)c2c(O)c(N=Nc3cc(Cl)ccc3O)c(S(=O)(=O)O)cc2c1	24%	1.1%	8%	18%	u
Cc1ccc(NC(=O)CCc2c[nH]c3ccccc23)nc1	-5%	u	1%	66%	7%
O=C(CCS(=O)(=O)c1ccccc1)Nc1ccc(S(=O)(=O)Nc2ncccn2)cc1	3%	0.4%	4%	1%	-5%

Results (from the top)
SMILES	Salmonella PhoP GFP	inhibitors of VEEV	M. tuberculosis HTS	tuberculosis growth	H1N1 NS1A inhibition	others
O=C(Oc1ccc2ccc(=O)oc2c1)c1ccc([N+](=O)[O-])cc1	-1%	1.3%	2%	72%	-24%
O=C1CCc2cc(S(=O)(=O)NCc3ccc(Cl)cc3)cc3c2N1CC3	-1%	6.2%	-1%	-2%	-4%
O=S(=O)(O)c1cc(O)c2c(O)c(N=Nc3cc(Cl)ccc3O)c(S(=O)(=O)O)cc2c1	24%	1.1%	8%	18%	u
Cc1ccc(NC(=O)CCc2c[nH]c3ccccc23)nc1	-5%	u	1%	66%	7%
O=C(CCS(=O)(=O)c1ccccc1)Nc1ccc(S(=O)(=O)Nc2ncccn2)cc1	3%	0.4%	4%	1%	-5%
COCCCN(CCCN)Cc1ccco1	6%	i	-1%	2%	0%
Cc1ccc(C(C(=O)NCC2CCCO2)N(C(=O)c2snc(C(N)=O)c2N)c2ccccc2)o1 (stereo unspecified)	-8%	10%	5%	-6%	-12%
CC(C)(C)c1cc(C2=CSC3=NCCN23)cc(C(C)(C)C)c1O	-3%	0.7%	70%	71%	-6%
C=CCNC(=S)NNC(=O)c1cc(-c2cccnc2)nc2ccccc12	-6%	9.1%	8%	-10%	-8%
Cc1cc2c(cc1C)N(CC(=O)N1CCCC1)C(=O)CC(c1ccccc1)=N2	2%	0.7%	9%	13%	-1%
O=C(CN1CCC(O)(c2ccc(F)cc2)CC1)NCc1ccc(F)cc1	-7%	1.1%	-12%	-3%	-3%
O=c1[nH]cccc1-c1nc2ccccc2n1Cc1ccc(Cl)cc1	-11%	i	5%	4%	1%
Cc1cc(C)n(CCc2nc3c4ccccc4n(CC#N)c(=O)n3n2)n1	5%	2.4%	6%	-18%	0%
Cc1cccc(C2C3=C(CCCC3=O)N=C3c4ccccc4C(=O)C32)c1 (stereo unspecified)	6%	7.7%	5%	16%	10%
Cc1ccc(C(=O)O)cc1NC(=S)NC(=O)c1ccc(-c2ccc(Cl)cc2)o1	6%	0.4%	u	40%	13%
CC(C)c1ccc(NC2CCCN(C(=O)CCN3CCCC3=O)C2)cc1 (stereo unspecified)	-11%	0.8%	-2%	-7%	1%
COCC1CCCCN1C(=O)c1ccc2oc(CCCc3ccccc3)nc2c1 (stereo unspecified)	-17%	2.6%	8%	12%	-4%
COc1ccc(CCC(=O)Nc2ccc(OC)c(S(=O)(=O)N3CCCCC3)c2)cc1OC	x	3.0%	4%	27%	-4%
COc1cc(NS(=O)(=O)c2ccc(Cl)cc2)c(C(=O)O)cc1OC	-4%	0.2%	10%	-4%	-12%
O=C1C2CC=C(Cl)CC2C(=O)N1CN(Cc1ccco1)CN1C(=O)C2CC=C(Cl)CC2C1=O (stereo unspecified)	3%	0.3%	-1%	-4%	-4%
Cc1ccc(S(=O)(=O)C2(C(=O)NC3CCCCC3C)CC2)cc1 (stereo unspecified)	-6%	0.7%	5%	-3%	4%
CCOC(=O)c1ccc(NC(=O)COc2cc(=O)n(CC)c3ccccc23)cc1	-4%	2.4%	-4%	1%	5%
CC(C)CC(NC(=O)OC(C)(C)C)C(=O)NC(C(=O)N1CCCC1C(N)=O)C(C)C (stereo unspecified)	-15%	1.1%	-1%	6%	5%
N#Cc1c(-c2ccco2)cc(-c2ccccc2)[nH]c1=O	16%	0.5%	-6%	2%	-2%
Cc1cc(SCc2cc(=O)[nH]c3ccccc23)nc2ccccc12	-2%	2.3%	6%	5%	-6%
CNC(=O)[C@@H]1C[C@H]1[C@@H](NC(=O)CNC(=O)OCc1ccccc1)c1ccccc1	-1%	x	3%	4%	x
CCn1c(CNC(=O)COc2ccc(C(C)C)cc2)nnc1SCC(=O)Nc1cc(F)ccc1C	-4%	i	-4%	45%	8%
O=c1oc2ccccc2cc1-c1csc(Cc2nc(-c3ccc(Cl)cc3)cs2)n1	-11%	0.6%	-9%	-5%	11%
COc1ccc(-c2c(C#N)c(N)nc3c2CCCC3)cc1OC	0%	2.9%	6%	-4%	3%
O=C(C1CCCN(S(=O)(=O)c2cnc[nH]2)C1)N(CCc1ccccc1)Cc1ccccc1 (stereo unspecified)	-4%	0.0%	-11%	x	0%

An excerpt from above in order of number of heavy atoms, falling.
SMILES	Salmonella PhoP GFP	inhibitors of VEEV	M. tuberculosis HTS	tuberculosis growth	H1N1 NS1A inhibition	others
O=C1C2CC=C(Cl)CC2C(=O)N1CN(Cc1ccco1)CN1C(=O)C2CC=C(Cl)CC2C1=O (stereo unspecified)	3%	0.3%	-1%	-4%	-4%
COc1ccc(CCC(=O)Nc2ccc(OC)c(S(=O)(=O)N3CCCCC3)c2)cc1OC	x	3.0%	4%	27%	-4%
O=c1oc2ccccc2cc1-c1csc(Cc2nc(-c3ccc(Cl)cc3)cs2)n1	-11%	0.6%	-9%	-5%	11%
CC(C)c1ccc(NC2CCCN(C(=O)CCN3CCCC3=O)C2)cc1 (stereo unspecified)	-11%	0.8%	-2%	-7%	1%

More records follow:
SMILES	Salmonella PhoP GFP	inhibitors of VEEV	M. tuberculosis HTS	tuberculosis growth	H1N1 NS1A inhibition	others
O=C(CCCC(=O)OCC(F)(F)C(F)F)Nc1nccs1	5%	i	5%	15%	-3%
CCOc1ccc(NC(=O)C(c2ccccn2)N(C(=O)CCl)c2ccc(F)cc2)cc1 (stereo unspecified)	-8%	1.7%	-8%	44%	u
Cc1[nH]c2ccccc2c1/C=N/Nc1nc(N2CCCCC2)nc(N2CCCCC2)n1	-7%	6.1%	2%	48%	3%
Cc1ccc(/C=C2/NC(=O)[C@H](C)NC2=O)cc1	1%	1.4%	-1%	-13%	1%
COc1ccccc1N(Cc1cc2ccc(C)cc2[nH]c1=O)C(C)=O	1%	4.0%	-2%	13%	5%
S=c1[nH]nc(-c2cccs2)n1/N=C/c1c(Cl)cccc1Cl	-10%	i	-2%	-7%	-7%
O=C(Nc1ccc(N2CCN(C(=O)c3cccs3)CC2)cc1)c1ccccc1Cl	4%	5.0%	2%	-2%	15%
N#Cc1cccnc1Nc1ccc(Cl)cc1	-3%	0.2%	-3%	2%	-11%	inhibitors of VEEV 10K pilot screen=0.4
CCO[C@H]1OC(C(=O)NCc2nc3ccccc3[nH]2)=C[C@@H](C2CC2)[C@@H]1CCCO	-8%	0.1%	5%	-3%	12%
CN1CCN(/C(=N\S(=O)(=O)c2ccc(F)cc2)c2ccccc2)CC1	-4%	0.9%	0%	-3%	-6%
CCN1C(=O)c2cccc3c(Cl)ccc(c23)C1=O	-5%	0.8%	-4%	-2%	-3%
Cc1ccc(-c2cc(C(=O)Nc3cc(C)ccc3O)no2)cc1	-3%	i	12%	56%	2%
CC(=O)Nc1nc(NC(=O)C(Cl)(Cl)Cl)n(-c2ccccc2)n1	-4%	0.4%	-7%	8%	-4%
CCCCN(C(=O)C1CCN(C(=O)c2ccccc2C)CC1)c1c(N)n(CC(C)C)c(=O)[nH]c1=O	x	0.3%	x	x	8%
CN(C)CCN(C(=O)c1ccc(S(=O)(=O)N(C)C)cc1)c1nc2cc3c(cc2s1)OCCO3	-3%	0.6%	7%	-2%	-3%

Looked up by structure from the entries so far:
SMILES	Salmonella PhoP GFP	inhibitors of VEEV	M. tuberculosis HTS	tuberculosis growth	H1N1 NS1A inhibition	others
COc1ccccc1N(Cc1cc2ccc(C)cc2[nH]c1=O)C(C)=O	1%	4.0%	-2%	13%	5%
CN1CCN(/C(=N\S(=O)(=O)c2ccc(F)cc2)c2ccccc2)CC1	-4%	0.9%	0%	-3%	-6%
N#Cc1cccnc1Nc1ccc(Cl)cc1	-3%	0.2%	-3%	2%	-11%	inhibitors of VEEV 10K pilot screen=0.4

Additional results:
SMILES	Salmonella PhoP GFP	inhibitors of VEEV	M. tuberculosis HTS	tuberculosis growth	H1N1 NS1A inhibition	others
O=C(c1ccncc1)N1N=C(c2ccc(Br)cc2)CC1c1ccccc1O (stereo unspecified)	13%	5.7%	65%	14%	11%
COC(=O)C1=C(N)N(c2ccccc2F)C2=C(C(=O)CC(C)(C)C2)C1c1ccc(OC)c(OC)c1 (stereo unspecified)	-3%	3.8%	-11%	47%	-1%
C=CCNC(=O)c1ccccc1NC(=O)COc1ccccc1	-18%	0.6%	3%	18%	0%
COc1ccc(-c2cc(=O)oc3cc(OCC(C)=O)ccc23)cc1	-7%	4.6%	0%	37%	-16%
c1coc(-c2nc3nc4ccccc4n3nc2-c2ccco2)c1	7%	0.8%	0%	3%	-8%
CN1CCN(CC(=O)O)CC1	-8%	i	-12%	0%	4%
CCCCNc1c(-c2cccc(-c3cc(C(C)=O)cs3)c2)nc2ccc(C)cn12	-16%	8.3%	24%	22%	13%
Cc1ccc(SCC(=O)OCC(=O)NCCc2ccccc2)cc1C	x	1.0%	-9%	u	-6%
O=c1[nH]c2cccnc2n1Cc1ccco1	7%	2.1%	-2%	-2%	-10%
COC(=O)NCC(c1cccnc1)N1CCOCC1 (stereo unspecified)	-2%	0.3%	-2%	-14%	2%
CCc1ccc(/C=N/NC(=O)c2cc(C3CC3)nc3ccc(Br)cc23)s1	3%	5.8%	23%	-5%	4%
CC1=C(CC(=O)c2ccccc2)C(=O)c2ccccc2C1=O	1%	i	u	39%	21%
CCOc1ccccc1C(C(=O)NC1CCCC1)N(Cc1ccco1)C(=O)CNC(=O)c1ccco1 (stereo unspecified)	21%	0.7%	0%	13%	5%
NC(=S)n1[nH]c(-c2ccccc2)c(N=Nc2ccccc2C(=O)N2CCOCC2)c1=O	5%	2.4%	-3%	-6%	0%	inhibitors of VEEV 10K pilot screen=0.9
O=C(NNS(=O)(=O)c1ccc(F)cc1)C1CCN(S(=O)(=O)c2ccccc2)CC1	4%	2.2%	-12%	3%	-4%
O=C(N/N=C\c1ccc(Cl)cc1)C1=NOC2COC3(CCN(c4ccc([N+](=O)[O-])cc4)CC3)OCC12 (stereo unspecified)	-11%	i	2%	4%	14%
CCN1CCN(CC(O)COC(C)C)CC1 (stereo unspecified)	-1%	0.1%	-10%	11%	1%
CCOCCCNC(=O)c1ccccc1NC(=O)C1=C(C)OCCS1	3%	i	-1%	4%	-1%
C=CCN1C(=O)CSc2ccc(C(=O)NCc3ccco3)cc21	0%	0.3%	x	x	-9%
O=[N+]([O-])c1cc(S(=O)(=O)N2CCCC2)ccc1OCc1ccccc1	-7%	1.8%	10%	11%	0%
O=C1N(c2ccccc2)C[C@@H]2C[C@@H](c3cc4ccccc4o3)N3CCC[C@@]123	x	6.1%	x	x	7%	inhibitors of VEEV 10K pilot screen=4.7
O=c1oc2ccccc2nc1/C=C(\O)c1ccc(Br)cc1	-20%	0.7%	u	6µM*	-20%
COc1ccc(Nc2nc(N3CCOCC3)nc(N3CCOCC3)n2)c(OC)c1	2%	1.5%	1%	-10%	-21%
COc1ccc(C2N(c3ccccc3)CCN2c2ccccc2)cc1O	-9%	0.1%	6%	55%	6%	inhibitors of VEEV 10K pilot screen=0.2
COc1ccc(C2C(C#N)=C(N)N(c3ccccc3)C3=C2C(=O)CCC3)cc1Cn1cc([N+](=O)[O-])cn1 (stereo unspecified)	10%	i	-10%	29%	12%
Cc1nn(CC(=O)N2CCC(C)CC2)c(=O)c2cccn12	0%	i	-8%	0%	0%
CCOC(=O)c1csc(NC(=O)c2cc(-c3ccccn3)nc3ccccc23)n1	x	4.7%	1%	3%	-3%
Cc1cc(C(=O)CSc2nn3c(=O)c(C(C)(C)C)nnc3s2)c(C)n1-c1ccc(F)cc1	-14%	3.0%	-7%	-1%	3%
CC(=O)N1N=C(c2ccncc2)OC1(Cc1ccccc1)Cc1ccccc1	8%	1.0%	-7%	24%	0%
Cc1ccc(NC(=O)c2ccc(Cn3cc([N+](=O)[O-])cn3)cc2)c(C)c1	-2%	0.3%	-1%	43%	21%
